Screens as filed in PubChem BioAssay.
RSV antiviral HEp-2 – RSV antiviral activity via CPE protection, HEp-2 cells, primary 10 µM value included (AID 2391) | HEp-2 cells, RSV-induced CPE inhibition; higher % means a stronger effect | actives 0.13% (n = 310,000) | CPE inhibition, % at 10 µM, or IC50 in µM where a hit was titrated; in the data active means a potency from the dose series; inconclusive means CPE inhibition mostly from about 23% at the one dose, without a potency; inactive means the rest, 99 in 100 with CPE inhibition below about 21%; further: strong numbers were not always called active
NS5 inhibitors – Dengue-2 NS5 methyltransferase inhibitors, primary screen, biochemical, confirmation dose response (AID 588689); Dengue-2 NS5 methyltransferase capping enzyme assay, biochemical; higher % means a stronger effect; inhibition, % at 25 µM; hits with a dose series show IC50 in µM; actives 0.3% (n = 340,000); in the data active means a potency from the dose series; inconclusive means inhibition above about 29% without an active follow-up result
WT yeast gro inh – growth inhibition of WT strain, primary screen, mitochondrial fusion inhibitor project, WT and mutant strains, chemical genetic. mitochondrial fusion phenotypic screen. inhibition, % at 10 µM. actives 2.1% (n = 190,000). AID 1362, 2008; in the data active means inhibition above about 58%; tested in S. cerevisiae
XIAP displacement – XIAP antagonists, biochemical, IAP family, fluorescence polarization (AID 1018) | actives 0.007% (n = 200,000) | XIAP BIR domain, fluorescence polarization peptide displacement; higher % means a stronger effect | E3 ubiquitin-protein ligase XIAP (Homo sapiens) | one-dose displacement, % at 20 µM; IC50 in µM for titrated hits; in the data active means displacement above about 50%; further: a part of the inactive calls stands beside numbers as strong as those of hits
UTI89 phage lysis – inhibition of K1F phage lysis, E. coli UTI89, bacterial capsule biogenesis inhibitors, alamar blue (AID 488966); E. coli UTI89 K1F phage lysis, alamar blue, 2 h; higher % means a stronger effect; inhibition, % at 100 µM, or IC50 in µM where a hit was titrated; actives 0.02% (n = 340,000);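 active means phage lysis inhibition, versus mean bacterial control, above a set limit; inconclusive means no clear call, values can overlap the other calls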;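 further: capsule biogenesis inhibitors block K1F phage lysis so surviving cells raise fluorescence; higher fluorescence means more inhibition of phage lysis; actives were called in the ten point dose series up to 300 µM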
West Nile virus CPE – West Nile virus antiviral activity, cell-based, CPE readout (AID 1621) | West Nile virus-infected cells, CPE inhibition; higher % means a stronger effect | CPE inhibition, % at 10 µM, or IC50 in µM where a hit was titrated | actives 0.02% (n = 290,000); in the data active means a potency from the dose series; inconclusive means CPE inhibition mostly from about 3.7% at the one dose, without a potency; inactive means the rest, 99 in 100 with CPE inhibition below about 2.2%; further: strong numbers were not always called active
Yfh1-off respiration – enhancers of respiration in Yfh1-depleted yeast, dose response, Friedreich's ataxia, plus single-dose screen (AID 1465); S. cerevisiae Yfh1-off respiration, WST-1 reduction, 72 h; higher fold induction means a stronger effect; fold induction at 50 µM, or EC50 in µM where a hit was titrated; actives 0.074% (n = 220,000);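 active means fold induction of absorbance versus untreated yeast above a set limit, then at least 30% activation at any dose in follow-up; inconclusive means repeats straddling the limit, or above it without dose testing; inactive means fold induction below the set limit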;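 further: activators that raise dye reduction in frataxin-depleted yeast; strong numbers were not always called active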
Large T inhibition – SV40 large T antigen inhibitors, biochemical (AID 1903) | SV40 large T antigen ATPase/helicase inhibition assay; higher % means a stronger effect | one-dose inhibition, % at 20 µM; IC50 in µM for titrated hits | actives 0.39% (n = 310,000); in the data active means a potency from the dose series; inconclusive means inhibition mostly from about 32% at the one dose, without a potency; inactive means the rest, 99 in 100 with inhibition below about 32%; further: strong numbers were not always called active
ER stress rescue – rescue of cells from ER stress-induced death, primary screen, 384-well, CSM14.1, thapsigargin, ATP luminescence (AID 1222); one-dose cellular ATP content (survival), % at 20 µM; EC50 in µM for titrated hits; CSM14.1 thapsigargin-induced death rescue, ATP luminescence; higher % means a stronger effect; 190,000 tested, under 10 active;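 active means EC50 below 50 µM in the dose-response confirmation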;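 further: death triggered by thapsigargin at about 15 µM added after 2 h compound pretreatment; cell ATP read after overnight thapsigargin exposure of roughly 18 to 22 hours; normalized against plate controls of thapsigargin alone and 5% DMSO vehicle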
WT yeast gro inh mutant strain – also measured in WT yeast gro inh; calls as there; inhibition, %; mitochondrial fusion phenotypic screen, mutant strain inhibition
NS5 inhibitors pilot replicate – recorded beside NS5 inhibitors, whose call it bears; inhibition, %; measured here: pilot screen replicate inhibition
* marks the source's active call; other numbers are inactive results; i = inactive; ? = inconclusive; · = not tested or not shown; [ ] = another dose, or the depositor's remark.

SMILES | RSV antiviral HEp-2 | NS5 inhibitors | WT yeast gro inh | WT yeast gro inh mutant strain | XIAP displacement | UTI89 phage lysis | West Nile virus CPE | Yfh1-off respiration | Large T inhibition | ER stress rescue | others
Cc1c(C(=O)NCCCn2ccnc2)oc2ccccc12 | -0.5% | -1% | 2 | -7 | -4.5% | 0.3% | -0.5% | i | 10% | 0.3%
O=C(OCC(=O)N1CCc2ccccc2C1)c1cccnc1Cl | -0.6% | -7% | -9 | -7 | -4.8% | 0.8% | 0.3% | i | 21% | -0.8%
Cc1noc(C)c1COC(=O)/C=C/c1ccccc1Cl | 3.2% | -4% | 20 | 8 | -14% | -0.4% | -0.1% | i | 4% | -0.8%
CCc1ccc(NC(=O)C(C)OC(=O)CC(NC(C)=O)c2ccccc2)cc1 (stereo not drawn) | 0.8% | -6% | · | · | · | 0.0% | -0.8% | · | 12% | ·
CN1CCN(C(=O)C2=C[C@@H](c3coc4ccccc4c3=O)C[C@@H](OCCCCO)O2)CC1 | -0.7% | 1% | 6 | 3 | 3.7% | -0.2% | 0.1% | i | 3% | -1.4%
O=C(CCN1CCc2ccccc2C(O)(c2ccccc2)C1)c1ccc2c(c1)OCCO2 (stereo not drawn) | -4.8% | -43% | · | · | · | -1.1% | -0.9% | i | · | ·
CC(=O)N(CCN(C)C)c1nc2cc3c(cc2s1)OCCO3 | 0.5% | 5% | · | · | · | 1.3% | 0.3% | · | 4% | ·
Fc1ccc(-c2cc(C(F)(F)F)nc(NCC3CCCO3)n2)cc1 (stereo not drawn) | 21% | -3% | 40 | 24 | -4.5% | 8.8% | -0.6% | i | -4% | -2.0%
CCOc1ccccc1OCCCNCc1ccco1 | -0.2% | 0% | -2 | -14 | -3.0% | -2.3% | -0.4% | i | 21% | -2.5%
O=[N+]([O-])c1ccc(OCCCn2cncn2)cc1 | 3.4% | -2% | · | · | · | 0.4% | -0.3% | · | 12% | · | NS5 inhibitors pilot replicate=1.5
Cc1ccc(-c2nn3c(C)nnc3s2)cc1NC(=O)c1ccc(Br)o1 | -1.5% | 1% | 7 | 9 | -1.1% | 5.2% | -0.2% | i | 1% | -0.7%
COc1ccc(OC)c2nc(-c3cccnc3)ccc12 | 3.1% | -1% | · | · | · | 0.3% | -0.5% | · | 12% | ·
c1ccc(COc2ccc(OCCCCN3CCCC3)cc2)cc1 | -0.1% | 3% | 7 | 31 | -0.9% | 0.3% | -1.5% | i | 1% | -1.9%
COc1cc(C(=O)Nc2nnc(CC(C)C)s2)c([N+](=O)[O-])cc1OC | 0.4% | -3% | 14 | -2 | -7.0% | 0.3% | 0.1% | i | -12% | 1.1%
COC(=O)c1cc(C#N)c(Oc2ccccc2OC)nc1C | 5.5% | -3% | 4 | 12 | -4.0% | 0.1%[50 µM] | 0.1% | i | 8% | -2.1%
C#Cc1ccc(CN2CCCC(C(=O)Nc3ccccc3Oc3cccnc3)C2)cc1 (stereo not drawn) | 0.3% | 1% | · | · | · | 0.5% | 0.3% | · | · | ·
C=CCNC(=O)C1CCN(C(=O)c2ccc(-c3ccccc3)cc2)CC1 | 4.4% | -5% | -10 | -19 | -7.2% | 0.0% | -1.4% | i | -2% | 1.9%
O=C(CN(C(=O)c1nsc(Cl)c1Cl)c1ccc(F)cc1)NC1CCCC1 | 3.5% | -6% | · | · | · | -0.1% | -1.5% | · | 11% | ·
O=C(N/C(=C/c1cccc([N+](=O)[O-])c1)C(=O)N1CCCCC1)c1cccs1 | 3.3% | -8% | -6 | 5 | -13% | 1.5%[50 µM] | -1.2% | i | 10% | -3.2%
COc1cc(CN2CC(=O)N(c3cc(Cl)ccc3C)C2=S)cc(OC)c1OC | ? | 2% | · | · | · | 2.7% | -0.6% | · | 11% | ·
O=C(O)C12CC3CC(C1)CC(n1ncc(N4CCN(c5ccccc5)CC4)c(Cl)c1=O)(C3)C2 | 1.8% | 0% | 11 | 12 | 31% | -4.3% | 0.1% | i | 15% | -1.5%
Cc1cccc(CN2C(=O)c3ccccc3Sc3ccc(C(=O)O)cc32)c1 | 0.6% | -2% | · | · | · | -0.2% | 0.8% | i | 13% | ·
Nc1nnc(SCC(=O)Nc2cc(S(=O)(=O)N3CCOCC3)ccc2Cl)s1 | -1.1% | -12% | -9 | 8 | -12% | 0.5% | 0.5% | i | 20% | -1.3%
CCCn1c(CNC(=O)c2ccccc2)nc2ccccc21 | -1.1% | -6% | 10 | 6 | -0.3% | -1.3% | -0.2% | i | 9% | -0.9%
COc1ccc(C(=O)NC(=S)Nc2ccc([N+](=O)[O-])cc2C)cc1OC | 1.9% | -6% | 21 | 25 | -0.1% | -0.1% | -0.7% | i | -2% | -1.9%
Cc1ccc(-c2csc(NC(=O)CSc3nc4ccccc4[nH]3)n2)cc1 | · | -1% | -9 | -14 | -4.2% | 3.6% | -1.0% | i | 5% | -1.1%
O=C(Nc1ccc2nn(-c3ccccc3)nc2c1)c1cccnc1 | 55% | 11% | 6 | 16 | -20% | 1.2%[50 µM] | 0.7% | i | -3% | 5.8%
COc1ccccc1CN1CCC(CNS(=O)(=O)c2cc(-c3cc(C)no3)ccc2C)CC1 | -2.2% | -3% | · | · | · | i | -0.2% | · | 8% | ·
COc1ccccc1C1CC(c2ccc(Cl)cc2Cl)Nc2nc(N)nn21 (stereo not drawn) | 0.6% | -1% | 18 | 5 | -2.3% | 7.0% | -0.5% | i | 3% | 2.0%
Cc1cc(NC(=O)c2cccc(C(=O)Nc3cc(C)on3)n2)no1 | 1.1% | -6% | 8 | 4 | -5.4% | -0.3% | 0.2% | i | 7% | -2.5%
COC(=O)c1scc(C)c1S(=O)(=O)Nc1ccc(C)cc1 | · | 4% | · | · | · | 0.8% | -0.7% | i | 9% | ·
O=C1CC(N2CCN(c3ccc(F)cc3)CC2)C(=O)N1c1ccc2c(c1)OCO2 (stereo not drawn) | 0.5% | 7% | 2 | 4 | 0.2% | 0.1% | -0.4% | i | 5% | 0.5%
O=[N+]([O-])c1ccccc1S(=O)(=O)N1CCN(CC2CC3C=CC2C3)CC1 (stereo not drawn) | 2.4% | -3% | 5 | -10 | -4.4% | -0.7% | -1.4% | i | -5% | -0.7%
CCOC(=O)c1c(C)[nH]c(C)c1S(=O)(=O)N1CCOCC1 | 0.4% | 1% | · | · | · | 3.2% | 0.6% | · | 9% | ·
COc1ccc(C(=O)NC(=S)Nc2ccc(Cl)cn2)cc1OC | -1.2% | 0% | 7 | -3 | -9.0% | -0.2% | -0.2% | i | 4% | 0.6%
Cc1ccc(S(=O)(=O)Nc2ccc3c(c2)nc(CCN2CCOCC2)n3C)cc1 | 0.8% | -10% | · | · | · | -0.1%[50 µM] | 0.9% | i | 11% | ·
CN1CCN(C(=O)c2ccc(C(C)(C)C)cc2)CC1 | -1.1% | -5% | 0 | 12 | 0.8% | 0.0% | 0.1% | i | 15% | 0.7%
COc1ccc(C(=O)NCC2OCCc3ccccc32)c(O)c1 (stereo not drawn) | 1.3% | -1% | 37 | 32 | -2.2% | 0.8% | 0.2% | i | -1% | -1.4%
O=C(Nc1c(C(=O)N2CCOCC2)oc2ccccc12)c1ccccc1Cl | · | 5% | · | · | · | 0.2% | 0.2% | · | 4% | ·
OCCNc1nc(Nc2ccccc2O)nc(N2CCCC2)n1 | 4.6% | -2% | · | · | · | -0.4% | 0.6% | i | 17% | ·
CC(C)n1c(NCCc2ccccc2)nc2c1c(=O)n(C)c(=O)n2C | 4.3% | -3% | -15 | -9 | 0.2% | 4.1% | 0.6% | i | 5% | 0.0%
Cc1cccc(OCC(=O)Nc2ccccc2-c2ccccc2)c1 | 1.5% | -4% | 1 | -1 | -7.4% | -0.1%[50 µM] | -1.5% | i | 6% | -1.7%
O=C(Cc1ccc(S(=O)(=O)N2CCCCC2)s1)Nc1ccc(F)cc1F | 4.7% | -4% | 0 | -12 | -6.6% | 0.9%[50 µM] | -1.4% | i | -4% | -0.9%
O=C(CSc1nnc(CNC(=O)c2ccccc2F)o1)Nc1ccc2c(c1)OCO2 | 0.8% | 8% | 2 | 2 | -4.1% | 0.0% | -0.4% | i | 8% | -0.5%
O=C(NC(=S)NCc1ccc2c(c1)OCO2)c1ccccc1 | 2.5% | 1% | 14 | -7 | -3.9% | 1.9%[50 µM] | -0.5% | i | 10% | -0.7%
CC1CCCCN1Cc1cnc(Cl)s1 (stereo not drawn) | -0.1% | · | -2 | -9 | -4.3% | -0.2% | 0.2% | i | -9% | 1.0%
Cc1ccc(S(=O)(=O)c2nc(C)oc2N2CCOCC2)cc1 | 0.4% | 6% | -12 | -3 | 1.5% | -1.0% | 0.2% | i | 10% | 0.2%
CCN(CC(=O)Nc1ccccc1C(=O)OC)S(=O)(=O)c1ccc(OC)cc1 | 1.7% | 3% | -9 | 7 | -3.8% | 0.5%[50 µM] | -0.2% | i | -2% | 1.7%
O=C(Nc1cc(C(F)(F)F)ccc1N1CCOCC1)c1cccc(F)c1 | 2.5% | -7% | -23 | -1 | -5.7% | -2.5% | 0.3% | i | 3% | 0.4%
CCOC(=O)C1CCN(C(=O)COc2ccc3c(C)cc(=O)oc3c2)CC1 | -1.5% | 0% | · | · | · | 1.1%[50 µM] | · | · | 4% | ·
COC(=O)COc1ccc(S(=O)(=O)N2CCN(c3ccccc3F)CC2)cc1C | 0.3% | 4% | 31 | 28 | -4.6% | 2.3% | -0.1% | i | 5% | -1.7%
Cc1cnc(C(=O)Nc2nccs2)cn1 | 2.0% | 9% | 18 | 4 | -1.7% | 0.2% | 0.1% | i | 1% | -2.4%
COc1ccc(NS(=O)(=O)c2ccc(C)c(NC(=O)NC3CCCCC3)c2)cc1 | 20% | -1% | 2 | 2 | -10% | 1.3% | -0.1% | i | 17% | 0.0%
COC(=O)c1ccc(CSc2nc3ccccc3c(=O)n2CC(C)C)o1 | 4.8% | -6% | 58* | 3.8* | -3.5% | 0.3% | 0.3% | i | 2% | -1.1%
C#CCNC(=O)C1=C[C@@H](C2CCCCC2)[C@H](CCCO)[C@@H](OCC)O1 | -0.6% | -8% | 1 | 6 | 0.2% | 0.4% | -1.0% | i | 9% | 2.0%
